GSTO1 inh – counter-screen for RBBP9 inhibitors: inhibitors of human GSTO1; recombinant GSTO1, activity-based probe fluorescence polarization; inhibition, % at 5.96 µM; actives 1.1% (n = 300,000); AID 1974;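 active = inhibition above the campaign mean inhibition plus 3 SD, cut at about 35% in these data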;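 also: 0% = GSTO1-1 with DMSO and 100% = wells lacking GSTO1-1 enzyme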
MEX-5 binding – C. elegans MEX-5 TCR-2 RNA binding activity. MEX-5/FITC-TCR2 RNA binding, fluorescence polarization; stronger effect = lower value. activity score (negative = inhibition of binding), % at 10 µM. actives 0.38% (n = 300,000);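 active = inhibition past about -25% in most replicates, and total fluorescence under double the plate's negative control median, limit read from the data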;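 also: 0% = DMSO and -100% = 5 µM competing unlabeled TCR2 RNA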
Fam108B inh – blocks mouse Fam108B hydrolase in RBBP9 counter-screen; recombinant Fam108B, FP-Rh probe fluorescence polarization; inhibition, % at 9.51 µM; actives 0.33% (n = 300,000); AID 1947;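 active = inhibition above the screen mean inhibition plus 3 SD, computed separately per campaign, cut at about 18% in these data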;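 also: inhibitors lower polarization as less probe binds the enzyme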
TPT1 inhibitor – inhibitors of Candida albicans tRNA 2'-phosphotransferase TPT1; recombinant caTPT1, FP RNA substrate dephosphorylation; inhibition, % at 5 µM; actives 0.81% (n = 300,000); AID 1962;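 active = inhibition above the mean of all tested compounds plus 3 SD, set per screening campaign, cut at about 24% in these data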;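 also: plate controls were DMSO alone for no effect and ferristatin control at 100 nM for full effect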
PAD4 FP inh – PAD4 (human) enzyme inhibition | recombinant PAD4, RCA probe fluorescence polarization | inhibition, % at 6.36 µM | actives 0.41% (n = 330,000);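 active = percent inhibition above a cutoff equal to the mean of all tested compounds plus 3 SD, cut at about 15% in these data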;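 also: 0% = PAD4 with RCA probe and DMSO and 100% = probe without PAD4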
MCL1 BIM primary – disrupts human MCL1 binding to BIM-BH3 peptide; actives 0.68% (n = 320,000); Q07820; inhibition, % at 10.9 µM; GST-MCL1 / FITC-Bim-BH3 fluorescence polarization;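 active = inhibition above the mean inhibition of all tested compounds plus 3 SD, set per campaign, cut at about 40% in these data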;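 also: 0% = DMSO wells and 100% = unlabeled Bim-BH3 peptide control; higher means more loss of mP so more displacement of Bim peptide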
GLD-1 TGE inh – GLD-1-TGE RNA interaction inhibition (C. elegans); Q17339; AID 2280; purified GLD-1 + fluorescein TGE RNA, fluorescence polarization; actives 0.44% (n = 320,000); inhibition, % at 5.96 µM;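 active = percent inhibition above a per-plate cutoff, the plate mean of test compounds plus 3 SD, cut at about 30% in these data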;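 also: 0% = DMSO wells with GLD-1 and probe and 100% = wells lacking GLD-1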
Target sequence (Q17339 whole entry, looked up): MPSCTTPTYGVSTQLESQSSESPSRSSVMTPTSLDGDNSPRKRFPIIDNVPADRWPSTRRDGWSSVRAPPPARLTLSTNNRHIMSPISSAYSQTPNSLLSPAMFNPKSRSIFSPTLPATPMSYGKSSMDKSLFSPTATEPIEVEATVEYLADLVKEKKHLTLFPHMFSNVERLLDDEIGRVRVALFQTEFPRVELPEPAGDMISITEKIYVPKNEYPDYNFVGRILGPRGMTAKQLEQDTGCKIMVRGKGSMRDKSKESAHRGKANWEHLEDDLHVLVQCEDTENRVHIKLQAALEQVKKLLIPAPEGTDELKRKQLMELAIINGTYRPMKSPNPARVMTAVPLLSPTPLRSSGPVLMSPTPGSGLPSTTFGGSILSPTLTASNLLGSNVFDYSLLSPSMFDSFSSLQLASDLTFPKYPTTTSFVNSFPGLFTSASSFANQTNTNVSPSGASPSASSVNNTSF
BCLXL inh – inhibitors of human Bcl-xL; actives 0.7% (n = 320,000); Q07817; AID 2129; GST-Bcl-xL / FITC-Bim BH3 peptide fluorescence polarization; inhibition, % at 10.9 µM;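 active = inhibition above the mean of all tested compounds plus 3 SD, cutoff set per campaign, cut at about 30% in these data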;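 also: 0% = DMSO wells and 100% = unlabeled Bim-BH3 peptide competitor; inhibitors lower millipolarization by displacing the labeled peptide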
Target sequence (Q07817 whole entry, looked up): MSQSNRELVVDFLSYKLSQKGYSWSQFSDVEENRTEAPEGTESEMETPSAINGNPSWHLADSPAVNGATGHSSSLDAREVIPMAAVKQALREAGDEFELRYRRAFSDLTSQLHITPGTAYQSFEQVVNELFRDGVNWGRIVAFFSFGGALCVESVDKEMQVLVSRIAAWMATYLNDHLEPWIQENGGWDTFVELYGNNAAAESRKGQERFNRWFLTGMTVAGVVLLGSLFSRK
PME-1 inh – PME-1 (human) inhibition | Q9Y570 | recombinant PME-1, FP-Rh probe fluorescence polarization | inhibition, % at 5.9 µM | actives 0.53% (n = 320,000) | AID 2130;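 active = inhibition above the campaign mean of all compounds plus 3 SD, cut at about 26% in these data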;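 also: competitive labeling of PME-1 active site by serine hydrolase directed probe; 0% = PME-1 with DMSO and 100% = wells lacking PME-1 enzyme; inhibitors block probe labeling so polarization falls and inhibition rises; many of its hits are not listed in these tables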
Target sequence (Q9Y570 whole entry, looked up): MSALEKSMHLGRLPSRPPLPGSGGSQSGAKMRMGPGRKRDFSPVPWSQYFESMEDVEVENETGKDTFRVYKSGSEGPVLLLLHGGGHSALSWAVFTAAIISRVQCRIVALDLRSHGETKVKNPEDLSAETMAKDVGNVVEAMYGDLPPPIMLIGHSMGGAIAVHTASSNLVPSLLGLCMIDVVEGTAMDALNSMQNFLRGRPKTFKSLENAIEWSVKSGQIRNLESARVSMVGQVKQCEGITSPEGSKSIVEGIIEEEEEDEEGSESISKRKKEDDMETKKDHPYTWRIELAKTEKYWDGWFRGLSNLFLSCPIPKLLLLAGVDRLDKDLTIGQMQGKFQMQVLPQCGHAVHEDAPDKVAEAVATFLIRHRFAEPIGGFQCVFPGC
* marks the source's active call; other numbers are inactive results; · = not tested or not shown.

Letters: A = GSTO1 inh; B = MEX-5 binding; C = Fam108B inh; D = TPT1 inhibitor; E = PAD4 FP inh; F = MCL1 BIM primary; G = GLD-1 TGE inh; H = BCLXL inh; I = PME-1 inh
1: Cc1cc(C)c2c(N)c(C(=O)c3ccccc3)sc2n1
  A = -6	B = -7.7	C = -2	D = 0	E = -2	F = -5	G = -7	H = -2	I = 5

2: O=C(O)C1=NOC(CNC(=O)c2ccccc2Cl)C1 (stereo not drawn)
  A = 2	B = -0.6	C = -1	D = 0	E = 1	F = 3	G = 1	H = 4	I = -8

3: N#CC1=C(N)SC(N)=C(C#N)C1CCc1ccccc1
  A = -42	B = -6.1	C = -25	D = 119*	E = -14	F = -61	G = -66	H = -44	I = -18

4: Cc1[nH]c2ccccc2c1C(=O)C(=O)N1CCN(c2ccccc2)CC1
  A = 1	B = -0.7	C = 1	D = 3	E = 0	F = -14	G = -3	H = -6	I = -9

5: CC1CCCC(N2CCN(C(=O)c3ccccc3F)CC2)C1 (stereo not drawn)
  A = 5	B = 0.8	C = 3	D = -5	E = 1	F = 2	G = 6	H = 6	I = -3

6: COC(=O)C1=C(C)N(Cc2ccccc2)C(=NCCCCO)N[C@H]1CCc1ccccc1
  A = 5	B = -2.7	C = -3	D = 1	E = -2	F = -2	G = 10	H = 9	I = 4

7: CNC(=S)N(CCc1c(C)[nH]c2ccc(Cl)cc12)Cc1cc(OC)c(OC)c(OC)c1
  A = 1	B = -0.7	C = 5	D = -2	E = 4	F = 9	G = -22	H = 6	I = 0

8: COc1ccc(S(=O)(=O)N2c3cc(C)ccc3OCC2C(C)(C)C)cc1 (stereo not drawn)
  A = -5	B = ·	C = 1	D = -5	E = 2	F = 10	G = 0	H = 5	I = 0

9: CCOC(=O)C1(CCc2ccccc2)CCN(C(=O)c2cccc(C)n2)CC1
  A = 1	B = 1.1	C = -1	D = 2	E = 0	F = 5	G = 0	H = 3	I = 4

10: c1ccc2c(c1)Cn1c-2nc2ccccc21
  A = 4	B = -0.5	C = -2	D = -2	E = -5	F = 4	G = 6	H = 2	I = 2

11: Cc1cc2cc(CCNC(=O)c3ccc(C)c([N+](=O)[O-])c3)c(=O)[nH]c2cc1C
  A = -3	B = 1.4	C = -3	D = -2	E = -4	F = -2	G = 2	H = 1	I = -4

12: CC(C)Oc1ccc(CNC(=O)CCC(=O)N2CC(C)Sc3ccccc32)cc1 (stereo not drawn)
  A = 6	B = -2.8	C = 2	D = 0	E = -3	F = 5	G = 5	H = -1	I = 1

13: Cc1ccc(C(=O)OCC(=O)N2CC(C)CC(C)C2)cc1S(=O)(=O)N1CCCCC1 (stereo not drawn)
  A = 2	B = -1.0	C = 4	D = 0	E = -2	F = -3	G = 3	H = -1	I = -2

14: C=C(C)Cn1c(SCC(=O)O)nc2c1c(=O)[nH]c(=O)n2C
  A = 1	B = 0.9	C = -1	D = -3	E = 1	F = 1	G = 1	H = 0	I = 1

15: COc1ccc(OCc2cc(C(=O)O)c(C)o2)cc1
  A = 12	B = 0.0	C = 4	D = 3	E = 0	F = 9	G = 8	H = 10	I = 12

(cont.)
Letters: A = GSTO1 inh; B = MEX-5 binding; C = Fam108B inh; D = TPT1 inhibitor; E = PAD4 FP inh; F = MCL1 BIM primary; G = GLD-1 TGE inh; H = BCLXL inh; I = PME-1 inh
16: CN(Cc1cnccn1)Cc1nc(Cc2ccccc2Cl)no1
  A = 6	B = -2.5	C = 1	D = 1	E = -2	F = 1	G = -4	H = -4	I = -1

17: CC1CCN(CCCNC(=O)c2ccc3c(Cl)c4c(nc3c2)CCCC4)CC1
  A = -8	B = 4.2	C = 2	D = -2	E = 4	F = 9	G = -3	H = 4	I = 5

18: CC(C)COc1ccc(CNC(=S)NCc2ccccc2)cc1
  A = -10	B = 1.2	C = -10	D = 0	E = -2	F = 12	G = 7	H = 4	I = -14

19: Cc1ccc(C)c(S(=O)(=O)N2CCN(C(=O)CCNC(=O)c3ccc(Br)cc3)CC2)c1
  A = 2	B = -3.2	C = 0	D = -1	E = 3	F = -8	G = 0	H = -4	I = 8

20: O=C(Nc1ccccc1C(=O)N/N=C/c1ccc(F)cc1)c1ccccc1Br
  A = -8	B = -2.2	C = -3	D = 3	E = -4	F = 1	G = 1	H = 0	I = -4

21: Cc1ccc(N2CC(C(=O)Nc3nnc(SCC(=O)N4CCOCC4)s3)CC2=O)cc1 (stereo not drawn)
  A = 5	B = -0.4	C = -3	D = -1	E = -4	F = -6	G = 8	H = -3	I = 2

22: COC(OC)c1ccnc(-c2ccc(OC(=O)c3cccs3)cc2)n1
  A = 1	B = 2.8	C = 4	D = -2	E = 3	F = -2	G = 0	H = 1	I = 6

23: O=C(c1ccc(S(=O)(=O)c2ccccc2Cl)c([N+](=O)[O-])c1)N1CCCCCC1
  A = 18	B = -1.0	C = 0	D = 1	E = 0	F = 11	G = -3	H = 9	I = 10

24: CCc1nc2ccccc2c(C(=O)OCC(=O)NCCCN2CCCC2=O)c1C
  A = 0	B = 0.1	C = -2	D = 3	E = -2	F = 4	G = 2	H = 2	I = -12

25: CCc1ccc(NC(=O)C/C(C)=N/NC(=O)COc2ccccc2C)cc1
  A = 3	B = -1.3	C = 3	D = -6	E = 0	F = 0	G = 7	H = 2	I = 0

26: Cc1ccc(C(=O)NC2CCN(C(=O)Nc3ccccc3)CC2)cc1
  A = 4	B = -1.1	C = 2	D = 1	E = 10	F = -3	G = 0	H = -1	I = 1

27: O=c1oc2cc(OCCO)ccc2c2c1CCCC2
  A = -3	B = -0.2	C = 1	D = 1	E = -2	F = -10	G = 0	H = -4	I = 3

28: COc1cc2c(cc1OC)CN(C(=O)c1cc(C3CC3)nn1-c1ccccc1)CC2
  A = ·	B = ·	C = ·	D = ·	E = -10	F = -2	G = -5	H = 1	I = 1

29: O=C(c1cccc(S(=O)(=O)Nc2ccc(F)cc2)c1)N1CCC1
  A = ·	B = ·	C = ·	D = ·	E = -5	F = -1	G = 4	H = -1	I = 2

30: COc1ccc(-c2nnc(SC(C)C(=O)Nc3nccs3)n2Cc2ccccc2)cc1OC (stereo not drawn)
  A = -1	B = -2.4	C = -1	D = -2	E = 1	F = -5	G = 3	H = 1	I = 5

Reprinted: nos. 16 to 19
Letters: A = GSTO1 inh; B = MEX-5 binding; C = Fam108B inh; D = TPT1 inhibitor; E = PAD4 FP inh; F = MCL1 BIM primary; G = GLD-1 TGE inh; H = BCLXL inh; I = PME-1 inh
16: CN(Cc1cnccn1)Cc1nc(Cc2ccccc2Cl)no1
  A = 6	B = -2.5	C = 1	D = 1	E = -2	F = 1	G = -4	H = -4	I = -1

17: CC1CCN(CCCNC(=O)c2ccc3c(Cl)c4c(nc3c2)CCCC4)CC1
  A = -8	B = 4.2	C = 2	D = -2	E = 4	F = 9	G = -3	H = 4	I = 5

18: CC(C)COc1ccc(CNC(=S)NCc2ccccc2)cc1
  A = -10	B = 1.2	C = -10	D = 0	E = -2	F = 12	G = 7	H = 4	I = -14

19: Cc1ccc(C)c(S(=O)(=O)N2CCN(C(=O)CCNC(=O)c3ccc(Br)cc3)CC2)c1
  A = 2	B = -3.2	C = 0	D = -1	E = 3	F = -8	G = 0	H = -4	I = 8

(listing goes on)
Letters: A = GSTO1 inh; B = MEX-5 binding; C = Fam108B inh; D = TPT1 inhibitor; E = PAD4 FP inh; F = MCL1 BIM primary; G = GLD-1 TGE inh; H = BCLXL inh; I = PME-1 inh
31: CC(=O)N1N=C(c2cccs2)CC1c1cccs1 (stereo not drawn)
  A = 4	B = 0.8	C = -6	D = 1	E = -5	F = 6	G = -3	H = -1	I = -1

32: CCN(C(=O)COC(=O)/C=C/c1cnc2ccccc2n1)c1ccccc1
  A = -6	B = -1.4	C = -8	D = 3	E = 4	F = -4	G = -7	H = -1	I = 3

33: CCOc1ccc(C2C(C(=O)C3CC3)N3C=C(C#N)C=CC3C2(C#N)C#N)cc1 (stereo not drawn)
  A = -7	B = -1.2	C = -9	D = 50*	E = 0	F = -11	G = 7	H = 5	I = -13

34: CCN(C(=O)CSc1nnc(-c2ccncc2)n1Cc1ccccc1)C1CCS(=O)(=O)C1 (stereo not drawn)
  A = -5	B = 2.6	C = -1	D = -1	E = 1	F = 2	G = 0	H = -7	I = 4

35: Cc1ccc[n+](C(C)C(=O)c2ccc(-c3ccccc3)cc2)c1 (stereo not drawn)
  A = 3	B = 0.0	C = 3	D = 1	E = -1	F = -5	G = 7	H = 0	I = 1

36: CCOc1cc(CNC(C)(C)CO)cc(Br)c1OCc1ccc(Cl)cc1Cl
  A = 1	B = -0.5	C = 1	D = 1	E = -2	F = 3	G = 4	H = -1	I = 4

37: Cc1csc(NC(=O)c2cc(C)oc2C)n1
  A = -1	B = -0.7	C = -6	D = 2	E = 2	F = -1	G = -2	H = -3	I = -11

38: Cc1c(Cl)cccc1NC(=O)NCc1ccncc1
  A = 4	B = 1.4	C = -3	D = 0	E = 2	F = -2	G = -1	H = 4	I = -1

39: Cc1ccc(-c2ccc(=O)n(Cc3cccc(Br)c3)n2)cc1
  A = -2	B = 4.9	C = -11	D = 2	E = 4	F = -4	G = -5	H = -1	I = 13

40: O=C(COC(=O)/C=C/c1ccccc1[N+](=O)[O-])NCC(F)(F)F
  A = -2	B = -2.4	C = 4	D = -1	E = 4	F = -3	G = 5	H = -2	I = -2

41: CCN(CCCc1ccccc1)CCCc1ccccc1
  A = 8	B = -1.6	C = 2	D = -5	E = -1	F = 4	G = -2	H = 5	I = 1

42: CCNc1nc(N)nc(Oc2ccc(OCCOc3ccc(Cl)cc3Cl)nn2)n1
  A = -1	B = -1.5	C = -6	D = -2	E = 5	F = -3	G = 2	H = 3	I = 1

43: COc1cc(CNC(C)c2ccccc2)cc(Br)c1OCc1ccc(F)cc1 (stereo not drawn)
  A = -5	B = 3.8	C = -1	D = 0	E = -2	F = 0	G = 1	H = 1	I = -3

44: O=C(CSc1nnc2ccccn12)NNC(=O)c1ccc(Cl)cc1
  A = 6	B = -0.3	C = 1	D = 2	E = -2	F = -2	G = -1	H = -4	I = -2

45: Cc1ccc(NC(=O)CC(NCC2CCCO2)C(=O)O)cc1C (stereo not drawn)
  A = -11	B = -1.6	C = -4	D = 0	E = -9	F = -4	G = -3	H = -4	I = 1

New compounds follow.
Letters: A = GSTO1 inh; B = MEX-5 binding; C = Fam108B inh; D = TPT1 inhibitor; E = PAD4 FP inh; F = MCL1 BIM primary; G = GLD-1 TGE inh; H = BCLXL inh; I = PME-1 inh
46: CN(C)/C=N/c1ncc(C(=O)OC(C)(C)C)s1
  A = 1	B = -0.3	C = 6	D = 1	E = -4	F = 0	G = 9	H = 0	I = 3

47: O=C1NC[C@@H](Cc2cccc3ccccc23)N(CCCCC2CCCCC2)C1=O
  A = -4	B = 1.1	C = 3	D = -3	E = 5	F = 3	G = 1	H = 5	I = 4

48: CN(C)S(=O)(=O)c1ccc(C(=O)Nc2ccccc2OC(F)(F)C(F)F)cc1
  A = -1	B = -0.3	C = 2	D = -3	E = -4	F = 11	G = -1	H = 3	I = 0

49: CCOC(=O)N1CCN(c2nc(-c3ccco3)cc(C(F)(F)F)n2)CC1
  A = 10	B = -1.6	C = 6	D = 3	E = -5	F = 7	G = 3	H = 8	I = 0

50: CC(C)(C)NC(=O)CSc1nnc(-c2ccccc2)c(-c2ccccc2)n1
  A = 2	B = 0.8	C = -1	D = -1	E = -2	F = -7	G = 5	H = 4	I = -1

Source: PubChem

Some of the compounds tested. The share of hits here may be higher or lower than overall.
